High-throughput results deposited in PubChem BioAssay by Broad Institute.
Statin myotox sup = protects C2C12 myotubes from simvastatin toxicity; 0.78% of 330,000 active; AID 602340; ATP luminescence, 48 h; scaled: DMSO 0, geranylgeraniol control 100; rescue of ATP level, % at 7.49 µM;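 active means mean ATP rescue above about 67%, or every replicate alone reaching that limit, limit read from the data, passing the limit was not always enough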;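 further: myotubes were challenged with 10 µM simvastatin during compound exposure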
esBAF inh = inhibitors of esBAF chromatin remodeling in mouse ES cells; Bmi1-luciferase knock-in reporter, 24 h; 100% = twice the neutral-well signal; 2% of 350,000 active; reporter increase, % at 12.5 µM; in the data active means activation above about 40%;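 further: 0% = median of the plate's neutral control wells and 100% = double that signal; a rise in the Bmi1 reporter signal indicates esBAF inhibition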
SIRT5 inh = blocks human SIRT5 desuccinylation of peptide. Purified SirT5, succinyl-peptide AMC, trypsin-coupled fluorescence. inhibition, % at 15 µM. 1.1% of 330,000 active. AID 652115; in the data active means inhibition above about 15%
Target sequence (Q9NXA8 whole entry, looked up): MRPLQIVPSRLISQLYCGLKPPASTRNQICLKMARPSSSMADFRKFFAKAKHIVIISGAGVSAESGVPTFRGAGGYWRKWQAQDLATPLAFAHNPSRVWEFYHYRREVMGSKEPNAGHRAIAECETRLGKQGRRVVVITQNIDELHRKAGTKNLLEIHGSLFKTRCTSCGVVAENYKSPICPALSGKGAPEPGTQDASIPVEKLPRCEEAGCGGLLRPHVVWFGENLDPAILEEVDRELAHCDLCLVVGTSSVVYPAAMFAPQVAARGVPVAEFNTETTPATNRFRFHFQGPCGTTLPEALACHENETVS
ARNT-TACC3 inh = disruptors of human ARNT/TACC3 interaction; Q9Y6A5; AlphaScreen His-ARNT PAS-B/GST-TACC3 binding, luminescence; TACC3 fragment carries E629A point mutation; inhibition, % at 9.99 µM; 0.66% of 390,000 active; AID 623870;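 active means mean inhibition of replicates at least 50% and at least half of replicates each reaching 50%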;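 further: 0% = complete ARNT plus TACC3 wells and 100% = ARNT alone without TACC3; many hits fall short of the cut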
miR122 inh = blocks miR-122 activity in Huh7 sensor cells | activation (reporter increase), % at 12.5 µM | Huh7 miR-122 Renilla luciferase sensor, 48 h; neutral wells = 0, positive control = 100 | 0.3% of 340,000 active | AID 602342;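 active means mean replicate activation score at least 90 and every replicate individually at or above 90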;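 further: higher luciferase means less miR-122 activity so hits act as miR-122 inhibitors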
ERp5 inh = inhibitors of human ERp5. 0.05% of 350,000 active. Q15084. ERp5 insulin aggregation, absorbance 650 nm, 90 min. AID 651711. inhibition, % at 9.99 µM;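 active means mean replicate inhibition above about 25%, with every replicate also reaching it, limit read from the data, passing the limit was not always enough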
Target sequence (Q15084 whole entry, looked up): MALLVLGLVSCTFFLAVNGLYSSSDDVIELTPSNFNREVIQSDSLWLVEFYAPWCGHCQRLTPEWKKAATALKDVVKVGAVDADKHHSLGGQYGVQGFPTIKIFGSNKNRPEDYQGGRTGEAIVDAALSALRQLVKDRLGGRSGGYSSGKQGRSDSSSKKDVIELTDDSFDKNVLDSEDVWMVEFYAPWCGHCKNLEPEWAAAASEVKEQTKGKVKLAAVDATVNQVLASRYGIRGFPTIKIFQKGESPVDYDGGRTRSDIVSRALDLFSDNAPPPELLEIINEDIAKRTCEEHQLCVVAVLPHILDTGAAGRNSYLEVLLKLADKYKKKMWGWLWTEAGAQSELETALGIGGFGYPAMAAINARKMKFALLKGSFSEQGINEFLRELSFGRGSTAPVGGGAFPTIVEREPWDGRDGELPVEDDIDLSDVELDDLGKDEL
Cneo AK release = Cryptococcus neoformans lysis via adenylate kinase release; C. neoformans lysis, adenylate kinase release luminescence, 4 h; normalised: neutral wells 0, clomiphene wells 100; lysis activity, % at 15 µM; AID 651654; 0.2% of 360,000 active;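 active means mean lysis activity across replicates of at least 80%, whatever share of replicates individually reach that level; inactive means mean lysis activity below 80%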
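Material – log-phase Cryptococcus neoformans yeast cells · Input – 5 × 10^6 yeast cells/mL · Medium – fresh YPD growth medium · Doses – single compound concentration per well · Timing – static 4 h at 37 °C with compound, 1 h detection · Detection – adenylate kinase release luminescence · Read-out – signal increase indicating cell lysis · Control set – Clomiphene as positive lysis control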
Active calls of the source: *; x = no result given; [ ] = remark or other dose. An unsorted share of the library; about 4% have a hit in one of these screens.

SMILES	Statin myotox sup	esBAF inh	SIRT5 inh	ARNT-TACC3 inh	miR122 inh	ERp5 inh	Cneo AK release
Cn1cc(CN2CCC(n3nccc3NC(=O)c3ccc4c(c3)OCO4)CC2)cn1	8	-7	1	x	-5	1	3
CO[C@H](CN(C)C(=O)c1cnccn1)[C@@H](C)CN([C@H](C)CO)S(=O)(=O)c1ccc(Cl)cc1	-3	-1	0	1	x	-3	9
COc1ccccc1C(=O)NC1CC2CCCC(C1)N2Cc1ccccc1 (stereo not drawn)	-5	-11	x	x	-3	5	-2
N#CCC(=O)Nn1c(=S)[nH]c2ccccc2c1=O	x	x	-1	-6	x	3	x
O=C(NCCSc1ncc(-c2ccc(F)cc2)[nH]1)c1ccco1	x	x	-1	5	x	0	x
COc1ccccc1NC(=O)CCN1C(=O)C2C3CCC(C3)C2C1=O (stereo not drawn)	4	-2	-1	1	-1	-7	-2
COc1cccc(S(=O)(=O)N[C@@H]2CC[C@@H](CC(=O)NCc3ccccc3)O[C@H]2CO)c1	-5	2	1	3	x	0	-2
CCCc1ccccc1OCCNC(=O)c1cc(=O)n(C)c(=O)n1C	x	x	-3	1	x	5	x
COc1ccc([N+](=O)[O-])cc1NC(=O)C(C)OC(=O)Cc1ccc(OC)c(OC)c1 (stereo not drawn)	5	-6	4	-22	1	-3	-1
O=c1nc(C(F)(F)F)nc2ccccn12	x	x	x	-3	-4	x	0
Cc1csc(C(=O)O)c1NC(=O)c1c(Cl)cccc1Cl	10	0	1	4	-4	1	-2
Cc1noc(C)c1NC(=O)N(C)C[C@H]1Oc2ccc(NC(=O)Nc3ccc(C(F)(F)F)cc3)cc2C(=O)N([C@@H](C)CO)C[C@@H]1C	1	1	-2	2	-7[16.7 µM]	2	5
C[C@@H]1CN([C@H](C)CO)C(=O)c2cccc(NS(=O)(=O)c3ccc(F)cc3)c2O[C@H]1CN(C)C(=O)Nc1ccc(C(F)(F)F)cc1	10	2	-4	1	-1[16.7 µM]	-2	1
CCCCC(=O)N(C)c1c(C)nc2ccc(C(=O)N3CCN(S(=O)(=O)CC)CC3)cn12	25	-3	1	x	-1	-6	0
C=CCN(C#N)c1nc(OC)nc(N2CCCC2)n1	11	-6	x	-1	-6	x	0

Only ERp5 inh, ARNT-TACC3 inh and Cneo AK release, for two of the compounds above:
SMILES	ERp5 inh	ARNT-TACC3 inh	Cneo AK release
CCCCC(=O)N(C)c1c(C)nc2ccc(C(=O)N3CCN(S(=O)(=O)CC)CC3)cn12	-6	x	0
C=CCN(C#N)c1nc(OC)nc(N2CCCC2)n1	x	-1	0

Other entries
SMILES	Statin myotox sup	esBAF inh	SIRT5 inh	ARNT-TACC3 inh	miR122 inh	ERp5 inh	Cneo AK release
COc1ccccc1Nc1cc(C(=O)NCCCN2CCOCC2)c2ccccc2n1	1	-2	1	4	-9	-5	-1
CN(C)CC(=O)Nc1ccc2c(c1)[C@H]1C[C@@H](CC(=O)NCc3cccc(F)c3)O[C@@H](CO)[C@H]1O2	3	0	2	-3	0[16.7 µM]	-2	-5
COC(=O)Cc1cc(=O)[nH]c(/N=C(\N)Nc2ccccc2C)n1	-30	-4	x	2	-3	x	0
CCC(c1nnnn1Cc1ccco1)N(CCc1ccccc1)Cc1cc2cccc(C)c2[nH]c1=O (stereo not drawn)	0	-8	x	-21	4	x	2
COc1ccc(NS(=O)(=O)c2ccc(C)c(C(=O)N(C)Cc3ccc(C)cc3)c2)cc1	14	-2	-4	34	43	-5	-1
C[C@H]1CN(CCc2ccccc2)C(=O)[C@@H]1CC(=O)Nc1ccccc1	-6	4	1	x	6	-4	x
Fc1ccc(NC(=S)N2CCCN(c3ccc(C(F)(F)F)cn3)CC2)c(F)c1	-2	-22	0	1	-26	-7	3
O=C(Nc1nccs1)c1ccc(-c2ccccc2[N+](=O)[O-])o1	-6	86*	2	19	0	5	-14
CO[C@H]1CC[C@H]2CCN(C)C(=O)[C@H](C)N(C)C(=O)c3cc(C#N)ccc3OC[C@@H]1O2	-4	0	-2	-1	x	7	-2
COC(=O)C(C)Oc1ccc(-c2nccc(-c3cccs3)n2)cc1 (stereo not drawn)	x	x	x	-5	-3	x	-4
CC(=O)NCC(=O)N(c1ccccc1)C1(C(=O)NC2CCCCC2)CCCCC1	10	-6	x	-3	4	x	2
Cc1ccc(-c2nc3cnccn3c2Nc2ccccc2)o1	16	44*	11	-2	2	0	-1
CCc1cccc(CC)c1NC(=S)Nc1ccccc1	3	-10	-7	-5	-24	6	x
CC(=O)c1ccc(NC(=O)CCC(=O)N2CC(C)Oc3ccc(C)cc32)cc1 (stereo not drawn)	-19	-7	-3	13	5	3	2
O=C1NCCN(C(=O)CCc2nnc(-c3ccsc3)o2)C1c1ccc(F)cc1 (stereo not drawn)	x	x	-4	-4	x	5	x

Grouped by structure: the entries above with a CF3 group.
SMILES	Statin myotox sup	esBAF inh	SIRT5 inh	ARNT-TACC3 inh	miR122 inh	ERp5 inh	Cneo AK release
O=c1nc(C(F)(F)F)nc2ccccn12	x	x	x	-3	-4	x	0
Cc1noc(C)c1NC(=O)N(C)C[C@H]1Oc2ccc(NC(=O)Nc3ccc(C(F)(F)F)cc3)cc2C(=O)N([C@@H](C)CO)C[C@@H]1C	1	1	-2	2	-7[16.7 µM]	2	5
C[C@@H]1CN([C@H](C)CO)C(=O)c2cccc(NS(=O)(=O)c3ccc(F)cc3)c2O[C@H]1CN(C)C(=O)Nc1ccc(C(F)(F)F)cc1	10	2	-4	1	-1[16.7 µM]	-2	1
Fc1ccc(NC(=S)N2CCCN(c3ccc(C(F)(F)F)cn3)CC2)c(F)c1	-2	-22	0	1	-26	-7	3

(next part)
SMILES	Statin myotox sup	esBAF inh	SIRT5 inh	ARNT-TACC3 inh	miR122 inh	ERp5 inh	Cneo AK release
Cc1cccc2cc(CN(Cc3ccc(F)cc3)C(=O)N3CCOCC3)c3nnnn3c12	x	3	x	0	-12	x	x
CCC(C)N(C(=O)c1csnn1)C(C(=O)NC1CCCC1)c1c(F)cccc1Cl (stereo not drawn)	10	-4	2	x	-5	3	1
CC(=O)N1C(C)(C)CC(=NOS(=O)(=O)c2ccccc2)CC1(C)C	x	x	-4	-6	x	3	x
Cc1ccc(NC(=O)c2ccc(C)cc2)cc1	6	-8	-4	-4	-1	0	-4
C[C@@H](CSc1ccccc1)CN1CC[C@H](NC(=O)OCc2ccccc2)CCC1=O	4	1	x	-12	-3	-3	0
O=C(CSc1nnc(COc2ccc(Cl)cc2)o1)N(c1ccccc1)C1CCS(=O)(=O)C1 (stereo not drawn)	4	6	x	x	2	2	-3
COc1cccc(S(=O)(=O)N2CCCCN3[C@H](CO)[C@H](c4ccc(C#CC(C)C)cc4)[C@H]3C2)c1	x	x	11	2	-7[16.7 µM]	6	1
O=C(O)CN1C(=O)c2ccc(C(=O)c3ccccc3)cc2C1=O	0	-12	9	5	1	1	-4
O=c1cc(CN2CCOCC2)c2cc(Cl)ccc2o1	-2	-5	2	1	-5	0	-1
COc1ccc(Br)cc1Cn1nnc(C(=O)Nc2ccc3c(c2)OCCO3)c1N	-14	13	1	-16	x	1	-25
CC(C)C#Cc1cnc2c(c1)C(=O)N([C@@H](C)CO)C[C@@H](C)[C@H](CN(C)C(=O)Nc1cc(F)ccc1F)O2	-5	8	-1	-2	-3[16.7 µM]	-1	6
Cc1cc(S(=O)(=O)NCCCn2ccnc2)c(C)cc1Cl	-6	11	-1	-3	x	1	-3
C[C@@H]1CN([C@@H](C)CO)C(=O)c2cc(C#CC3(O)CCCC3)cnc2O[C@H]1CN(C)S(C)(=O)=O	x	-2	0	-11	2[16.7 µM]	5	-10
CN1C(=O)c2cc(NC(=O)C3CCCC3)ccc2OC[C@@H]2O[C@H](CC(=O)NCC3CC3)CC[C@H]21	-18	-6	1	-12	-5[16.7 µM]	-1	0
C[C@@H]1CN([C@@H](C)CO)C(=O)c2cccc(NC(=O)c3cnccn3)c2O[C@@H]1CN(C)C	1	-8	-4	-10	0[16.7 µM]	10	-4
COc1ccccc1C(=O)NCCN1CCN(C(=O)c2ccccc2OC)CC1	x	x	x	-2	-5	x	2
CCc1nc2ccc(C(=O)N3CCN(C(=O)c4ccco4)CC3)cn2c1N(C)CCC(C)C	-5	-1	5	x	-4	-3	-3
CCCCCCn1cc(C(=O)O)c(=O)c2ccccc21	1	-10	x	-1	-1	x	-2
Cc1cc(OCc2n[nH]c(=S)n2-c2ccccc2)ccc1Cl	16	0	0	0	4	20	12
C[C@@H]1CN([C@@H](C)CO)C(=O)c2cc(-c3cncnc3)cnc2O[C@H]1CN(C)C(=O)c1cccc(F)c1	-3	8	-7	-7	0[16.7 µM]	0	1
CC(C)(CCl)C(=O)Nc1ccc(C(F)(F)F)cc1	-5	12	0	33	6	6	2
COc1ccc(-c2csc(NC(=O)CN3C(=O)C4CCCCC4C3=O)n2)c(OC)c1 (stereo not drawn)	11	2	1	-1	-8	-1	-1
Clc1ccc2nc(-c3ccccc3)cn2c1	-11	-31	-1	-22	6	1	-4
O=C(C[C@H]1CC[C@H]2[C@@H](COC[C@H](O)CN2C(=O)Cc2ccccc2)O1)NC1CCCC1	-1	1	-1	1	12[16.7 µM]	1	-1
O=C(N/N=C/c1ccccc1O)C1CC(=O)N(c2ccc(Cl)cc2)C1 (stereo not drawn)	x	x	-6	3	-1	3	-1
N#C[C@H]1[C@H](c2ccc(C#Cc3ccccc3F)cc2)[C@H](CO)N1C(=O)C1CCC1	10	22	3	-1	x	3	-1
O=S(=O)(c1ccc(SCc2ccccc2F)nc1)N1CCCC1	23	23	-2	-1	-9	-1	-2
CC(NC(=O)COC(=O)c1ccccc1O)C1CC2CCC1C2 (stereo not drawn)	-2	-7	-5	-15	7	-6	0
CN1CCN(S(=O)(=O)c2cccc(C(=O)Nc3sccc3C(N)=O)c2)CC1	6	-1	2	46*	x	-1	0
C[C@@H]1CN([C@H](C)CO)C(=O)Cc2cc(NC(=O)CCN3CCOCC3)ccc2O[C@H]1CN(C)C(=O)Nc1ccc(F)cc1	-3	9	-3	4	-2[16.7 µM]	0	9
COc1ccc(OC)c(NC(=O)COC(=O)CCCN2C(=O)c3ccccc3C2=O)c1	x	x	-2	-4	4	4	-23
CCN(CC)CCn1c2c(c(SCC(=O)Nc3cccc4ccccc34)nc1=O)CCC2	-4	0	0	-17	1	16	-1
CCCN(CC(=O)Nc1ccccc1OC)C(=O)c1cc2ccccc2o1	x	x	-2	0	x	2	x
O=C(N[C@@H]1CC[C@@H](CCNC(=O)C2CCOCC2)O[C@H]1CO)c1ccccn1	-4	1	-3	-5	x	-1	5
Cc1cc(C)c(C(=O)Cn2nc(C)c([N+](=O)[O-])c2C)cc1C	x	x	-2	-1	x	3	x
COc1ccccc1NC(=O)c1ccc(S(=O)(=O)N(C)c2ccccc2OC)cc1	-4	-3	-2	30	-3	10	-6
COc1ccc2cc(CCNC(=O)C(C)C)c(=O)[nH]c2c1	-2	-6	-1	-4	-9	-8	-2
CC1CCN(C(=O)c2cc3ccccc3c(=O)o2)CC1	x	x	-1	-6	-5	5	1
CC1CCN(C(=O)CSCC(=O)O)CC1	x	x	-2	-27	x	3	x
CC[C@]12c3[nH]c4cc(-c5ccco5)ccc4c3CCN1C(=O)[C@@H](CC(=O)NCCC1=CCCCC1)C[C@@H]2C(=O)N1CCN(C(=O)C2CC2)CC1	19	8	-3	-1	-2	-1	1
CCOc1nc(Nc2cc(Cl)ccc2OC)nc(OCC)n1	-1	-5	x	0	-1	x	-7
C[C@@H]1CN([C@@H](C)CO)C(=O)c2cccc(NS(=O)(=O)c3ccc(F)cc3)c2O[C@H]1CN(C)Cc1ccccc1	5	-1	0	-11	8[16.7 µM]	1	2
CC(C)Cc1cc(C(=O)Nc2ccc(Br)cc2)no1	13	69*	-1	4	2	3	x
COc1ccc(Cc2nnc(NC(=O)Nc3ccccc3F)s2)cc1	-6	-5	2	-3	6	4	-3
CC(=O)c1ccc(NC(=O)C(C)OC(=O)c2ccc(NS(=O)(=O)c3ccc(F)c(F)c3)cc2)cc1 (stereo not drawn)	3	0	x	5	6	x	x
CCO[C@H]1OC(C(=O)N2CCN(Cc3ccc4c(c3)OCO4)CC2)=C[C@@H](C(C)(C)C)[C@@H]1CCCO	16	-6	x	4	-5	6	-1
CO[C@@H]1CN(C)C(=O)c2cc(NC(=O)c3ccccc3F)ccc2OC[C@@H](C)N(C(=O)c2ccccc2F)C[C@H]1C	2	1	-2	-5	x	-3	-10
